Bioassay records: PubChem BioAssay, Broad Institute
CD40 NFkB inh = CD40 pathway inhibition in BL2 cells | BL2 NF-kB luciferase reporter, CD40L-induced, 4 h | inhibition, % at 10 µM | hit rate 0.94% among 83,000;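 active means mean inhibition of at least 50% with a set share of replicates also reaching that level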;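 further: 0% = neutral control wells and 100% = IKK inhibitor VII at 50 µM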
* = called active by the depositor; & = joins results of further samples; [ ] = remark or other dose. A portion of the library (hit frequency here may not be typical).

structure	CD40 NFkB inh
COc1ccc(C(CNC(=O)c2cc(S(=O)(=O)N3CCCCC3)ccc2C)N2CCCC2)cc1 (stereo unspecified)	-4
CCOC(=O)c1nn(-c2ccc(C)cc2)c(=O)cc1OCC(=O)Nc1cccc(OC)c1	-1
O=[N+]([O-])c1ccc(S(=O)(=O)Nc2ccc(-c3ccc(N4CCCC4)nn3)cc2)cc1	-26
O=C(Nc1ccc2ccccc2c1)c1ccccc1Cl	-4
CCSc1ncc(C#N)c(N)n1	16
CC(C)NC[C@@H](O)COc1cccc2ccccc12	13[25 µM]
N#CCCN1CCN(S(=O)(=O)c2ccc(S(=O)(=O)N3CCOCC3)cc2)CC1	1
COC(=O)[C@@H]1CCCN1Cc1nc(Cc2ccccc2F)no1	10
COc1ccc([C@@H]2CC=CC[C@H](C)Oc3ccccc3C(=O)N(C)[C@@H](C(C)C)C(=O)N2)c(OC)c1 (mixture of isomers)	19[25 µM]
COc1ccc(C#Cc2cccc(-c3nc(C(=O)NCc4ccc5c(c4)OCO5)cc4c3[C@@H](CCO)N(S(=O)C(C)(C)C)C4)c2)cc1OC (stereo partly specified)	-11[25 µM]
COc1ccc(C(=O)NCC2CCCCC2)cc1S(=O)(=O)N1CCOCC1	6
CCc1ccccc1NC(=O)CN(C)C(=O)COC(=O)c1c(Cl)cccc1Cl	10
O=C(COC(=O)CCC(=O)c1cccs1)NCc1ccco1	13
O=C(C[C@@H]1C[C@@H]2c3cc(NC(=O)c4cccnc4)ccc3O[C@@H]2[C@H](CO)O1)NC1CCCCC1	-26[25 µM]
Cc1ccc2c(c1)N(C(=O)CCC(=O)N1CCc3ccccc3C1)CCO2	13
O=C(O)CCCC1(C(=O)O)CCCC1	-4
O=[N+]([O-])c1ccccc1S(=O)(=O)N1CCN(C2CCCC2)CC1	8
CN(Cc1ccccc1)C(=O)COC(=O)c1ccc(Br)o1	-5
Cc1ccc(S(=O)(=O)N2CCN(Cc3cc(=O)n4ccccc4n3)CC2)cc1C	20
COc1ccc(CNC(=O)c2c(C)nc3ccccn23)cc1	-4
C[C@@H]1CCCCO[C@H](CN(C)C(=O)Nc2ccc(C(F)(F)F)cc2)[C@H](C)CN([C@H](C)CO)C(=O)c2cc(NS(=O)(=O)c3cn(C)cn3)ccc2O1	12[25 µM]
Cc1cc(NC(=O)CN2CCN(C)CC2)no1	2
O=C(NCc1ccco1)c1n[nH]c(=O)c2ccccc12	-1
CCC(=O)Nc1ccc(F)c(Cl)c1	11
N#Cc1cccc(NC(=O)C2CCCN(C(=O)c3ccc(Cl)cc3)C2)c1 (stereo unspecified)	1
O=C(NC1CCCCC1)C1c2ccccc2C(=O)N1Cc1ccco1 (stereo unspecified)	-5
N#Cc1ccc(-c2ccc([C@@H]3[C@@H]4CN(Cc5cocn5)C[C@H]3N4)cc2)cc1	13[25 µM]
COCC#Cc1ccc([C@H]2[C@H](CO)N3CCCCN(Cc4cccnc4)C[C@@H]23)cc1	4[25 µM]
CC[C@@H]1C/C=C\C[C@H](C(C)C)NC(=O)CCC(=O)N1	-2[25 µM]
Cc1cccc(NC(=O)C2=C(O)c3ccccc3N(C)S2(=O)=O)c1	5
Cc1ccc(S(=O)(=O)NCC[C@H]2CC[C@@H](NC(=O)c3cccnc3)[C@@H](CO)O2)cc1	-1[25 µM]
O=C1CC(c2cccs2)c2ccc3ccccc3c2N1 (stereo unspecified)	1
CCCNC(=O)COC(=O)c1cc(C)nc2ccccc12	14
O=C1CNC[C@H]2[C@H](c3ccc(C4=CCCC4)cc3)[C@H](CO)N12	20[25 µM]
COc1ccc(NC(=O)C2CC(=O)N/C(=N/N=C/c3ccccc3)S2)cc1 (stereo unspecified)	6
Cc1ccc(N(CC(=O)Nc2ccc(C)cn2)S(=O)(=O)c2c(C)nn(C)c2C)cc1	23
COc1ccc(S(=O)(=O)NCC2CCCO2)cc1NC(=O)c1ccc(Cl)cc1 (stereo unspecified)	-5
CC(=O)N1CCN(CC(=O)Nc2cccc(S(=O)(=O)N3CCCCCC3)c2)CC1	0
CCC(=O)c1ccc(OCC(=O)NCC2(N3CCCCC3)CCCCC2)cc1	-1
CCC(=O)N1[C@H](CN(C)C(C)=O)[C@@H](c2ccc(-c3cccnc3)cc2)[C@@H]1CO	-39
COc1ccc(C(C)=O)cc1CC(=O)NC1CCCCCC1	29
C[C@H]1CN(C)C(=O)Cc2cc(N(C)C)ccc2O[C@@H]1CN(C)C(=O)OC(C)(C)C	-27
COC(=O)Cn1cnc2c1c(=O)n(C)c(=O)n2C	9
CCCCC(CC)C(=O)Nc1cc([N+](=O)[O-])ccc1F (stereo unspecified)	11
COCC(=O)N1CCCCN2[C@@H](CO)[C@H](c3ccc(-c4cccc(C)c4)cc3)[C@@H]2C1	-7[25 µM]
COc1cc(OC)cc(C(=O)NCC(=O)OCC(=O)Nc2ccc(C)c(S(=O)(=O)N3CCOCC3)c2)c1	-19
CC(=O)Nc1cccc2ncccc12	9
N#Cc1cccc(-c2ccc(C3[C@@H]4CN(S(=O)(=O)c5ccc(F)cc5)C[C@H]3N4)cc2)c1 (stereo partly specified)	-6&4
Clc1cccc(Cl)c1Cn1nnc(N2CCCC2)n1	-71
Nc1ccc(C(=O)Nc2ccc3nc(-c4ccncc4)[nH]c3c2)cc1	28
O=C1NC(=S)SC1=Cc1cc(Br)ccc1O	-9
Cc1nc2oc3c(NCc4ccccn4)ncnc3c2c2c1COC(C)(C)C2	13
O=C(OC(C(=O)Nc1cccc(C(F)(F)F)c1)c1ccccc1)C1CCCCC1 (stereo unspecified)	1
CSc1ccc2[nH]c(=O)cc(C)c2c1	-7
O=C(NC1CCCc2ccccc21)C1CCN(S(=O)(=O)c2cccc3nonc23)CC1 (stereo unspecified)	-3
COc1ccc2c3c(n(C)c2c1)[C@H](CO)N(C(=O)C1CCCC1)CC31CN(C(=O)CC2CC2)C1	13[25 µM]
CS(=O)(=O)N1CCN(C(=O)COc2ccc3ccccc3c2)CC1	5
CC1CC(=O)Nc2ccccc2N1C(=O)CSc1nnnn1C(C)C (stereo unspecified)	4
COc1ccccc1C(=O)Nc1nsc(-c2ccccc2)n1	-48
COc1ccc(NC(=O)N(C)C[C@H]2OCc3ccccc3-c3ccccc3C(=O)N([C@H](C)CO)C[C@@H]2C)cc1	-9

Further structures:
structure	CD40 NFkB inh
Fc1ccc(-n2nnc(-c3ccccc3)n2)cc1	7
CCOC(=O)N1CCN(CC(O)COCc2ccccc2)CC1 (stereo unspecified)	8
O=C(C[C@@H]1C[C@H]2c3cc(NC(=O)c4ccc5c(c4)OCO5)ccc3O[C@H]2[C@H](CO)O1)NCc1ccccn1	5[25 µM]
CCN(CC)C(=O)CN(c1ccc(F)c(Cl)c1)S(C)(=O)=O	14
O=c1[nH]c(=O)c2cc([N+](=O)[O-])cc([N+](=O)[O-])c2[nH]1	11
O=C(Cc1cccc2ccccc12)Nc1cccnc1	17
N#C[C@H]1[C@@H](c2ccccc2)[C@H](CO)N1S(=O)(=O)Cc1ccccc1	8
NS(=O)(=O)c1ccc(N2CCOCC2)c(C(=O)NCCCSc2ccccc2)c1	7
O=C(COc1cccc2ccccc12)Nc1nc2ccccc2[nH]1	6
CN1c2ccc(-c3cccc(C#N)c3)cc2[C@H]2[C@H](CCN2C(=O)NC2CCCCC2)[C@@H]1CO	-10
COC(=O)c1cc(C)sc1NC(=O)CN1CCN(C(=O)c2ccco2)CC1	0
COCc1cc(=O)n2[nH]c(C)nc2n1	4
COc1cccc(C(=O)n2ccc(-c3cccs3)n2)c1	-5
COc1cccc(NC(=O)COC(=O)c2ccc3ccccc3n2)c1	-8
CN(CC(=O)Nc1cccc(F)c1)C(=O)CCc1nc2ccccc2c(=O)[nH]1	16
CCOc1cc(C(=O)Nc2ccc(S(=O)(=O)NC3=NCCCCC3)cc2)cc(Br)c1OC	9
O=C(CCNC(=O)c1ccccc1Cl)NCC12CC3CC(CC(C3)C1)C2	-3
CC1=NN(c2ccc(S(=O)(=O)O)cc2C)C(=O)C1	5
CN(C)Cc1cn(CC[C@@H]2CC[C@H](NC(=O)Nc3ccccc3F)[C@@H](CO)O2)nn1	-5
O=C(c1ccccc1)C1CCN(c2ncccc2[N+](=O)[O-])CC1	-2
COc1ccc(NC(=O)c2ccc(-c3ccc(F)cc3)o2)cc1OC	-15
CCN(CC)C(=O)Oc1ccc2ccccc2c1Cl	-52
CCc1ccccc1NC(=O)CN(C)C(=O)c1cc(C2CC2)nc2c1cnn2C(C)C	0
CS(=O)(=O)Nc1ccccc1C(=O)O	18
Cc1ccc(C(=O)N2CCN(S(=O)(=O)c3ccccc3)CC2)s1	-1
O=[N+]([O-])c1ccc(Cl)cc1N1CCCC1	-1
COc1cc(S(=O)(=O)N2CCCCC2)c(OC)cc1Br	10
Cc1ccccc1-c1ccc(C2[C@H]3CNC[C@@H]2N3Cc2ccccn2)cc1 (stereo partly specified)	11&14[25 µM]
c1ccc2nc(N3CCOCC3)c(N3CCOCC3)nc2c1	-2
Cc1ccc(C(=O)NC2CCCC(C)C2C)cc1S(=O)(=O)N1CCCCC1 (stereo unspecified)	-31

An excerpt from above in order of their number in CD40 NFkB inh, smallest number first:
structure	CD40 NFkB inh
CCN(CC)C(=O)Oc1ccc2ccccc2c1Cl	-52
Cc1ccc(C(=O)NC2CCCC(C)C2C)cc1S(=O)(=O)N1CCCCC1 (stereo unspecified)	-31
CN(C)Cc1cn(CC[C@@H]2CC[C@H](NC(=O)Nc3ccccc3F)[C@@H](CO)O2)nn1	-5
O=C(c1ccccc1)C1CCN(c2ncccc2[N+](=O)[O-])CC1	-2
COC(=O)c1cc(C)sc1NC(=O)CN1CCN(C(=O)c2ccco2)CC1	0
CCOC(=O)N1CCN(CC(O)COCc2ccccc2)CC1 (stereo unspecified)	8
CS(=O)(=O)Nc1ccccc1C(=O)O	18

(listing goes on)
structure	CD40 NFkB inh
Cc1nccn1CCN(C)Cc1cn(Cc2ccccc2)nc1-c1ccc2c(c1)OCO2	-45
CC(C(=O)c1ccc(-c2ccccc2)cc1)[n+]1cccc(C(N)=O)c1 (stereo unspecified)	8
CNC(=O)COc1ncnc2scc(-c3ccc(F)cc3)c12	-6
N#Cc1ccc(CSc2nnc(NC(=O)CCc3nc4ccccc4c(=O)[nH]3)s2)cc1	-5
CCN(CC)S(=O)(=O)c1ccc(C(=O)N2CCCCC2)cc1	8
Cc1ccc(S(=O)(=O)Nc2ccc3c(c2)C(=O)N([C@@H](C)CO)C[C@@H](C)[C@H](CN(C)S(=O)(=O)c2cccs2)OCCCC[C@@H](C)O3)cc1	15[25 µM]
O=C(NCc1ccccn1)C1CC(=O)N(C2CCCC2)C1 (stereo unspecified)	5
CNc1nc(N2CCc3ccccc32)ncc1F	-127
Cc1cnc(C(=O)OCC(=O)c2csc(N3CCCCC3)n2)cn1	-19
C[C@@H]1CN([C@@H](C)CO)C(=O)CCCn2cc(nn2)CO[C@H]1CN(C)C(=O)c1ccccc1	-1
CC1CCCCC12NC(=O)N(CC(=O)NC(=O)Nc1ccc3c(c1)OCCO3)C2=O (stereo unspecified)	-93
O=C(NCc1cccs1)c1ccc(Cl)c(S(=O)(=O)N2CCCC2)c1	4
COc1ccc2[nH]c(CN3CCN(CCC(C)C)C(CCO)C3)c(C)c2c1 (stereo unspecified)	-7
COc1ccc(CN(C)C(=O)C2CCN(C(=O)Nc3ccccc3)CC2)cc1	6
CC(NC(=O)Nc1ccccc1)C(c1cccs1)N1CCOCC1 (stereo unspecified)	17
CCS(=O)(=O)Nc1ccc2c(c1)C(=O)N(C)[C@H]1CC[C@H](CC(=O)NCCCN3CCOCC3)O[C@@H]1CO2	-12[25 µM]
CN1CCN(C(=O)OCCOCCOC(=O)N2CCN(C)CC2)CC1	1
CCS(=O)(=O)N1CCC2(CC1)CN(C(=O)c1cccc(F)c1)[C@@H](CO)c1c2c2ccc(OC)cc2n1C	10[25 µM]
CC(C)Cn1c(N)c(C(=O)CSc2nnc(C3CC3)n2C2CC2)c(=O)n(C)c1=O	2
O=C(CCCc1ccccc1)Nc1ccnn1C1CCN(Cc2ccccc2)CC1	14
Cc1cccc(NC(=O)C(=O)NCC2CCCN2S(=O)(=O)c2cccs2)c1C (stereo unspecified)	-5
CC(=O)Nc1ccc2c(c1)C(=O)N(C)C[C@@H](C)[C@@H](CN(C)C(=O)NC(C)C)O2	-3
COCCCNC(=O)Nc1ccc(F)cc1F	-4
CCCn1nnnc1NCc1ccccc1OCc1cccs1	7
CN(C)C(=O)c1cccc(-c2ccccc2[C@@H]2[C@@H](CO)N(C(=O)C3CC3)[C@H]2C#N)c1	-16[25 µM]
OC[C@@H]1[C@H](c2ccc(C#CC3CCCC3)cc2)[C@H]2CN(CCC(F)(F)F)CCCCN12	-15[25 µM]
COc1ccccc1OCCOc1ccc(/C=N/n2cnnc2)cc1	5

A second format for part of the listing above:
CC(C(=O)c1ccc(-c2ccccc2)cc1)[n+]1cccc(C(N)=O)c1 (stereo unspecified)
  CD40 NFkB inh: 8

CNC(=O)COc1ncnc2scc(-c3ccc(F)cc3)c12
  CD40 NFkB inh: -6

N#Cc1ccc(CSc2nnc(NC(=O)CCc3nc4ccccc4c(=O)[nH]3)s2)cc1
  CD40 NFkB inh: -5

CCN(CC)S(=O)(=O)c1ccc(C(=O)N2CCCCC2)cc1
  CD40 NFkB inh: 8
